MC4R antagonist – MC4R antagonists of cAMP signaling, primary screen, cell-based, TR-FRET, antagonist arm of biased-ligand search; Melanocortin receptor 4 (Homo sapiens), P32245; MC4R-expressing cells, MTII-stimulated cAMP, LANCE TR-FRET; inhibition, % at 6.5 µM; 0.48% of 360,000 active; AID 540295, 2011;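 active = inhibition above its plate's cutoff, the mean of tested wells on that plate plus 3 SD, cut at about 29% in these data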;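 note: 0% = Melanotan II alone and 100% = Melanotan II plus saturating MCL0020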
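Material: human MC4R-expressing U2OS cells. Probe or stimulus: Melanotan II challenge. Dosing: 6.5 µM single dose. Times: 30-min compound, 1-h challenge, 1-h detection, room temperature. Technique: TR-FRET with Eu-cAMP and labeled anti-cAMP, 671 nm. Replication: singlicate.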
Glyco luc inh – increase of ERlucT glycosylation luciferase signal, primary screen, N-linked glycosylation inhibitor project, D54 ERlucT cells, luminescence, set 2 | D54 ERlucT glycosylation luciferase reporter, 24 h; percent of 100 nM tunicamycin response | reporter increase, % at 12.5 µM | 0.23% of 360,000 active;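 active = mean luciferase reporter signal, scaled so untreated is 0 and the glycosylation-blocking control 100, at or above a set limit in every replicate; inconclusive = mean reaches the limit but not every replicate does; inactive = mean below the limit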;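 note: luciferase carries N-glycosylation sites so blocking glycosylation raises the light; 0% = median of neutral control wells and 100% = median of 100 nM tunicamycin wells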
ABCB6 inh 2 – ABCB6 transporter inhibitors, primary screen, K562-ABCB6 cells, flow cytometry, MLPCN library | ATP-binding cassette sub-family B member 6 (Homo sapiens), Q9NP58 | K562-ABCB6 porphyrin accumulation, 1 h; hits give low values | fluorescence ratio to DMSO, % at 10 µM | 0.19% of 360,000 active | AID 602162, 2011;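 active = fluorescence ratio to DMSO below 75%, the collection mean minus 3 SD; inconclusive = too few cells collected in the well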;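 note: signal is porphyrin accumulated inside mitochondria; 100% equals median channel fluorescence of DMSO control wells; lower ratio means ABCB6 inhibition with less porphyrin fluorescence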
ABHD5 PLIN5 PPI – ABHD5-PLIN5 interaction inhibitors, primary screen, cell lysate, split luciferase complementation, luminescence; AID 602281, 2012; 0.78% of 360,000 active; inhibition, % at 4 µM; Split G. princeps luciferase complementation, 4 h; Perilipin-5 (Homo sapiens) + 1-acylglycerol-3-phosphate O-acyltransferase ABHD5 (Homo …;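 active = inhibition above the mean inhibition across every tested compound plus 3 SD, cut at about 22% in these data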;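 note: 0% = DMSO only wells and the 100% control is not disclosed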
H9c2 protect – cardioprotection against H2O2-induced cell death, primary screen, uHTS, H9c2 cells, ATPLite luminescence | AID 588492, 2011 | protection from H2O2 cell death, % at 20 µM | H9c2 cardiomyocytes, H2O2 injury protection, 2 h | 0.63% of 360,000 active;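 active = compounds giving at least 50% protection of heart cells from peroxide-induced death in the single-dose screen, raw or plate-pattern-corrected value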;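 note: 0% = DMSO wells with peroxide and 100% = DMSO wells without peroxide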
MC4R ag barr – MC4R agonists recruiting beta-arrestin, primary screen, cell-based, luminescence, agonist arm of biased-ligand search. U2OS MC4R beta-arrestin complementation; percent of melanotan II response, DMSO zero. Melanocortin receptor 4 (Homo sapiens), P32245. 0.98% of 360,000 active. activation, % at 8.9 µM;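 active = activation above a per-plate cutoff, the mean activation of sample wells on that plate plus 3 SD, cut at about 8% in these data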
CaV13 ICDI inh – Disruptors of the CACNA1D IQ motif to Ca2+-dependent inactivation inhibitor domain association, primary screening, Förster resonance energy transfer in intact living …; HEK cells, CFP/YFP FRET ICDI-IQ, plate reader, 10 min; percent FRET-ratio fall versus neutral wells; inhibition, % at 12.3 µM; 0.098% of 340,000 active;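 active = mean replicate inhibition of at least 30% and at least 1% of replicates passing that level; inconclusive = only one of the two criteria is met; inactive = neither criterion is met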;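 note: 0% = median of the neutral control wells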
PDI inh – inhibitors of human PDI, primary screen, biochemical, turbidity, single point, plate reader; Protein disulfide-isomerase (Homo sapiens), P07237; PDI insulin aggregation turbidity, A650, 90 min; inhibition, % at 10 µM; 0.052% of 350,000 active; AID 588391, 2011;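 active = mean inhibition across replicates of 30% or more, whatever share of single replicates reach that level; inconclusive = mean inhibition below 30% while every single replicate reaches 30%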;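 note: absorbance from insulin aggregation driven by PDI reduction with DTT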
Target sequence (P07237 whole entry, looked up): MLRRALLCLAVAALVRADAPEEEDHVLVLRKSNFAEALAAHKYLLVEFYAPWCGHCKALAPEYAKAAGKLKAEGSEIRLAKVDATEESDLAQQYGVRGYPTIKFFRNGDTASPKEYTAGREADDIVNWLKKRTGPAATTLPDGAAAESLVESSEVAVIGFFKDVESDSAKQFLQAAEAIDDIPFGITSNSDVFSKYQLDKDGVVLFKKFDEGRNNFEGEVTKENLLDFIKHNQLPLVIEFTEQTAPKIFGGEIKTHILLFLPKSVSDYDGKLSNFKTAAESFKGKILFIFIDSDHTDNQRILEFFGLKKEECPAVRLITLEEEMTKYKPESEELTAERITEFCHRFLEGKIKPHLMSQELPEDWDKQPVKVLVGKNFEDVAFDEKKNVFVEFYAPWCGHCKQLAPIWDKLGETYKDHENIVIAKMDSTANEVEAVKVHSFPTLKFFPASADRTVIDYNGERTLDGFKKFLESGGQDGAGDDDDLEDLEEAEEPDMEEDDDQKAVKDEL
m5-HT2A agonist – mouse Htr2a agonists via beta-arrestin recruitment, primary screen, cell-based, luminescence; 5-hydroxytryptamine receptor 2A (Mus musculus), P35363; CHO-K1 mHTR2A beta-arrestin complementation; percent of 30 µM serotonin response; activation, % at 7.6 µM; 0.66% of 360,000 active;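 active = activation above a run cutoff, the mean activation of all tested compounds plus 3 SD, cut at about 14% in these data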;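 note: 0% = plate median of compound wells and 100% = 30 µM serotonin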
Target sequence (P35363 whole entry, looked up): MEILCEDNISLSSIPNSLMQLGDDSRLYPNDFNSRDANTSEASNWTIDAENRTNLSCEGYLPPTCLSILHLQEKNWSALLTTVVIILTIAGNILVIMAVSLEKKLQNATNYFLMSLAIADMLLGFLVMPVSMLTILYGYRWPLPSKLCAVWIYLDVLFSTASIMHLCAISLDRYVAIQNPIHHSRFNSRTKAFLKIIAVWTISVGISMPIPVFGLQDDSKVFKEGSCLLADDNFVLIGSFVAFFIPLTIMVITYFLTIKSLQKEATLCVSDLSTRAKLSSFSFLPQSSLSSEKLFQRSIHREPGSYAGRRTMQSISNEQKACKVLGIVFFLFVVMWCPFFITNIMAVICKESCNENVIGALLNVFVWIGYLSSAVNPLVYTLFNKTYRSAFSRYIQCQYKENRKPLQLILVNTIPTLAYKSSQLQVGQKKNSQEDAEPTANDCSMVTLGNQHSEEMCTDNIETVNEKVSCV
Granule exo inh – LAMP-1 surface exposure blockers, TALL-104 cells – cell-based, flow cytometry, MLPCN library, primary screen; AID 651702, 2012; 0.66% of 360,000 active; inhibition, % at 10 µM; TALL-104 LAMP-1 surface exposure; cells stimulated with thapsigargin and PMA;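 active = inhibition above about 55%, limit read from the data; inconclusive = no clear call, values can overlap the other calls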
Active calls of the source: *; ? = inconclusive; . = no result given. Outcome played no part in choosing rows (roughly 4.2% active in at least one column).

SMILES	MC4R antagonist	Glyco luc inh	ABCB6 inh 2	ABHD5 PLIN5 PPI	H9c2 protect	MC4R ag barr	CaV13 ICDI inh	PDI inh	m5-HT2A agonist	Granule exo inh
CSc1nc2ccsc2c(=O)n1-c1cccnc1	14	0	98	-1	13	0.4	-6	20	2	-2
CC(NC(=O)CNC(=O)Cc1cccc2ccccc12)c1ccc(S(N)(=O)=O)cc1 (centres undefined)	2	1	99	0	2	-1.4	.	-5	-3	10
CCCS(=O)(=O)N1CCCC(C(=O)c2cccc(Cl)c2)C1 (centres undefined)	3	-3	95	1	-6	0.8	-6	6	4	1
COc1ccc(N(CC(=O)Nc2ccc(Cc3ccncc3)cc2)S(=O)(=O)c2ccccc2)cc1	10	-6	95	5	-3	-1.0	-7	-19	-5	36
CCN(CC)C(=O)c1sc(NC(=O)c2ccncc2)c(C(=O)OC)c1C	1	0	99	-1	4	-2.3	-3	0	3	0
CCCCNC(=O)C1(c2ccc(OC)cc2)CCOCC1	-3	1	94	-11	3	-0.9	-3	3	0	3
Cc1ccc(-c2n[nH]c(=S)n2/N=C/c2sccc2C)cc1	20	1	104	-13	-5	1.9	-5	-11	8	-1
CC(=O)c1c(C)[nH]c(C(=O)NCC2CCCCC2)c1C	21	2	100	9	-5	0.7	-7	7	2	-9
c1ccc(-c2sc3ccccc3c2-c2ccc(OCCN3CCCC3)cc2)cc1	-2	-2	97	15	-10	14*	-5	2	-12	-4
COC(=O)c1ccccc1NC(=O)C1CCN(S(=O)(=O)c2cc(C)ccc2OC)CC1	9	-2	97	7	-1	-0.3	-4	2	-3	-4
COC(=O)C1=CN(Cc2ccc(OC)c(OC)c2)C=C(C(=O)OC)C1c1cccc(F)c1	-1	-5	457	2	8	-0.2	79*	1	9	24
O=C(O)CC1CCCC(c2ccccc2)C1=O (centres undefined)	8	2	94	2	-1	-1.4	-6	9	2	-8
CN(C(=O)c1cccc(NC(=O)Cc2ccc(NC(=O)C3CCCN(C(=O)c4ccccc4)C3)cc2)c1)C1CCCCC1 (centres undefined)	-9	-2	100	6	-7	0.3	-5	12	-4	6
O=C(CSc1nncs1)NC1CCCc2ccccc21 (centres undefined)	11	0	104	7	-1	-0.7	2	9	0	0
O=S1(=O)CC(O)C(Nc2ccc(Cl)cc2)C1 (centres undefined)	-1	-1	94	2	-2	1.1	0	-8	13	0
CNC(=O)C[C@H]1C(=O)N(c2ccccc2)C[C@@H]1C	5	3	101	1	4	-0.9	-1	-2	-1	-8
O=C(Nc1ncc([N+](=O)[O-])s1)c1ccccc1Br	17	1	98	3	-15	-0.9	-5	-2	2	-7
CC(C)(C)N(Cc1ccccc1)C(=O)COC(=O)CNS(=O)(=O)c1ccc2ccccc2c1	5	0	102	1	3	0.1	-6	-4	-1	-9
O=C(CCc1ccccc1O)NC1CCCc2ccccc21 (centres undefined)	2	-2	98	-4	-1	-1.4	-7	1	4	25
Cc1ccc(NC2CCCN(C(=O)CCc3ccncc3)C2)cc1C (centres undefined)	3	2	106	7	2	-3.2	.	-1	0	-3
CCc1ccc(OCC(=O)NNCC(=O)Nc2ccc(OC)cc2)cc1	-4	1	97	9	2	-2.6	-14	0	1	-7
COc1cccc(C2=NOC(C(=O)NCc3ccccc3)C2)c1 (centres undefined)	-28	?	102	-4	0	-0.5	-4	-5	-2	12
CCOc1ccc(N(C)S(=O)(=O)c2ccc(C)c(C(=O)OCC(=O)c3c[nH]c4ccccc34)c2)cc1	2	-8	99	1	-12	-2.1	-18	-6	-1	1
O=C(Nc1ccc(S(=O)(=O)N2CCOCC2)cc1)c1ccc2c(c1)S(=O)(=O)c1ccccc1C2=O	5	-5	87	-4	-8	-0.4	-3	-1	1	5
CC(C)CCn1c(COc2ccccc2)nn(CCC#N)c1=S	0	-2	97	5	0	0.3	-4	-21	-3	5
COC(=O)[C@@H]1C[C@@]2(O)[C@@H](O)[C@@H](O)[C@@H](O)C[C@H]2N1Cc1ccc(-c2ccccc2)cc1	1	0	98	3	0	-1.1	-9	10	4	-12
CC(C)C1CC(c2csc(N)n2)CCO1 (centres undefined)	21	-9	109	0	6	1.0	.	5	8	9
O=C(CCl)N1CCN(S(=O)(=O)c2ccc3c(c2)OCCCO3)CC1	15	1	103	-7	-10	-1.2	-5	2	-6	2
Nc1c(S(=O)(=O)c2ccccc2)cnc2c(-c3ccc(F)cc3)cnn12	-2	-4	103	0	2	2.7	-4	-10	3	-2
Cc1ccccc1OCC(=O)NC1=NCCS1	7	-6	97	5	-6	-1.9	-4	11	0	-1
Cc1ccc2c(c1)C1(OCCCO1)C(=O)N2CC#N	5	0	88	1	5	0.2	-3	9	2	-4
CN(C(=O)COC(=O)c1nc(Cl)ccc1Cl)C1CCS(=O)(=O)C1 (centres undefined)	1	2	101	0	0	-2.1	-6	0	6	-9
Cn1c(NC(=O)c2ccc(Cl)s2)cc(=O)n(C)c1=O	4	1	95	-3	5	2.9	-4	-4	0	-1
COc1ccc(-n2c(SCC(N)=O)nc3nc4c(cc3c2=O)COC(C)(C)C4)cc1	-2	2	93	5	16	-1.1	-3	-4	-7	1
N#C/C(=C\c1ccc[nH]1)C(=O)Nc1ccccc1[N+](=O)[O-]	-5	0	103	1	9	0.2	.	16	-1	0
CCOC(=O)[C@H]1[C@H]2COc3ccccc3[C@@H]2N2C(=O)c3ccc(Cl)cc3NC(=O)[C@@]12C	12	0	105	-16	10	2.8	-10	-2	4	-5
CN(C)S(=O)(=O)c1ccc(C(=O)OCC(=O)c2ccc(OC(F)F)cc2OC(F)F)cc1	-10	0	101	-4	-3	-0.3	-6	3	1	1
Cc1c(C(=O)Nc2nonc2-c2ccc(F)cc2)oc2ccc(F)cc12	2	0	102	0	-13	2.0	-7	4	4	1
CCN(CC)C(=O)COc1ccc(S(=O)(=O)N2CCCC2)cc1	3	-1	92	-3	5	-1.3	-9	1	2	-1
CCCCCCN1C[C@H](O)[C@@H](n2cc(C3CC3)nn2)C[C@@H]1c1ccc(C)cc1	1	-2	101	-10	-20	4.6	-5	1	-3	-3
NC(=O)Cc1nc2scc(-c3ccc(Cl)cc3)c2c(=O)[nH]1	-2	-1	100	0	1	-1.2	-5	5	0	-6
O=C(Nc1ncccc1Cl)c1ccc2c(c1)OCCO2	9	0	93	3	-7	-0.2	-3	3	4	3
CC(=O)Nc1ccc(S(=O)(=O)N2CCSC2C(=O)O)cc1 (centres undefined)	3	1	97	-2	1	0.8	.	-7	6	-2
CCN(C(=O)c1ccc2c(=O)n3c(nc2c1)CCCCC3)c1cc(OC)ccc1OC	18	-2	93	1	1	-1.7	-13	0	0	-3
CC(C)(O)C#CC#CCN1CCOCC1	4	0	96	5	13	-0.8	0	27	0	-4
COc1cccc(C(=O)N/N=C2/SCC(=O)N2CCc2ccc(OC)c(OC)c2)c1	1	1	101	11	0	-0.7	-5	8	8	-2
COc1cccc(CN2CCC(CO)(CC3CCCCO3)CC2)c1 (centres undefined)	4	2	97	-7	10	-2.1	-4	5	-5	-4
COc1ccc(NC(=S)Nc2cccc(S(=O)(=O)N3CCCCC3)c2)cc1	4	-2	98	-10	-8	-2.5	-3	-6	5	-3
COc1cc(CCC(=O)OCC(=O)Nc2c(C)cccc2C(C)C)cc(OC)c1OC	7	2	99	-2	-2	-0.6	-15	9	2	-1
Cc1csc2c(N3CCC(C(=O)O)CC3)ncnc12	1	1	97	1	-4	-0.8	-5	9	1	-5
Nc1cc2c(cc1C(=O)c1ccc(Cl)cc1)OCCO2	-8	-1	87	-4	-2	-1.7	-9	-5	-3	4
CN(C)CCNc1nc2c(c(=O)[nH]c(=O)n2C)n1CCOc1ccccc1	1	3	98	-5	5	0.1	-2	.	-1	3
CC/C(=N/NC(=O)c1ccc(Br)cc1)c1ccc(OCCN2CCOCC2)cc1	17	1	91	-1	10	2.0	-4	4	-7	2
Nc1nc(-c2cccs2)c(CC(=O)O)s1	9	0	107	-13	8	0.0	-5	6	1	2
COc1ccc(N2CCN(C(=O)c3cn(Cc4ccccc4)nc3-c3cccnc3)CC2)cc1	4	0	93	5	7	-0.8	-5	6	5	-1
O=C(CNC(=O)c1ccccc1Cl)OCC(=O)N1CCc2ccccc21	10	0	100	-1	-2	3.1	4	-2	-2	-1
Cc1ccc(C)c(NC(=S)N2CCN(c3ccccn3)CC2)c1	-3	0	98	-4	-5	-0.6	-2	-2	3	3
O=C(Nc1ccc(F)c(S(=O)(=O)N2CCOCC2)c1)C1CCCCC1	8	-2	97	4	-1	-3.0	-2	-9	-3	-2
O=C(N/N=C/c1cc([N+](=O)[O-])c(N2CCOCC2)cc1N1CCOCC1)c1cccnc1	-22	1	96	5	16	-3.8	-3	2	-2	1
CC[C@@]12C(=O)N(c3cccc(F)c3)C(=O)N1[C@H](c1ccc(F)cc1)[C@@H]1C(=O)N(C3CCCCC3)C(=O)[C@@H]12	6	-3	103	-5	-9	0.9	.	-7	3	-1

(next part)
SMILES	MC4R antagonist	Glyco luc inh	ABCB6 inh 2	ABHD5 PLIN5 PPI	H9c2 protect	MC4R ag barr	CaV13 ICDI inh	PDI inh	m5-HT2A agonist	Granule exo inh
CC(C)(C)c1ccc(/C=C(\c2nc3ccccc3[nH]2)S(=O)(=O)c2ccccc2)cc1	8	-13	99	43*	-12	-0.5	.	13	-6	11
CCCCCOC(=O)C(C)Sc1n[nH]c(=O)[nH]c1=O (centres undefined)	1	3	99	-3	0	-1.6	7	2	-5	2
O=C(NCc1cccc(Cl)c1)c1cccnc1	0	1	95	7	4	-0.4	-7	3	-1	-1
COc1ccc([C@H]2CC(=O)C=C(c3ccc(-c4ccccc4)cc3)C2)cc1OC	14	3	98	2	-1	0.8	-6	-9	-7	11
O=C(CCCn1cnc([N+](=O)[O-])n1)Nc1cccc(O)c1	-3	1	93	-3	-2	1.0	3	1	5	-1

Source: PubChem BioAssay
